Pf Dd2 growth: qHTS Primary assay for Inhibitors of Plasmodium falciparum Dd2 growth in vitro | P. falciparum Dd2 growth, SYBR Green, 72 h | Potency, µM (top dose mostly 28.9 µM), for the others: at the highest dose activity, negative = inhibition, usual class: inhibitors | actives 4.3% (n = 120,000) | AID 1347417, 2020; active = well fitted inhibition curve with a large enough effect; inconclusive = small, poorly fitted or top-dose-only effect; inactive = no such curve, though single readings can be large or run the other way;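 also: plate controls were DMSO vehicle for no effect and reference drug for full effect; nearly all actives have a fitted effect of over 65% in size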
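Readout: SYBR Green fluorescence, 485 nm excitation, 535 nm emission, after ~16 h lysis at 37C. Before that, Dd2-infected red cells (2.5% hematocrit) grew 72 h with compound, 29 uM top final concentration.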
The depositor's hits bear a star; i = inactive; ? = inconclusive; & = joins results of further samples; [ ] = remark or other dose. Potency is read from the fitted curve at half-maximal effect. This is a subset, so the mix of outcomes need not match the whole.

SMILES	Pf Dd2 growth
O=C(Nc1ccc(F)cc1)C1CCCN(c2ncnc3c2nc2n3CCCCC2)C1 (stereo not drawn)	-20.1%
CCCCCn1c(CN2CCN(c3ccc(OC)cc3)CC2)nc2c1c(=O)[nH]c(=O)n2C	-24.7%
COCCOc1cc(=O)n2c(c1C(=O)NCc1ccccc1)CCOCC2	16.3%
CCN(Cc1ccncc1)C(=O)c1cc(-c2cnc(C)nc2)nc2cc(F)ccc12	-13.9%
Cc1ccc(-c2onc(C)c2C)cc1S(=O)(=O)NCc1ccc(N(C)C)cc1	17.4%
O=C(NC1CCCCC1)[C@@H]1C[C@@H](O)CN1C1CCN(C(=O)c2ccccc2)CC1	?
COc1ccc(N2CCN(c3ncnc4c3cnn4C)CC2)cc1	i
COc1ccccc1-c1[nH]ncc1CN1CCCCCNC(=O)[C@@H]2CCC[C@@H]21	?
Cc1cc(Cl)ccc1-n1nc(C)c([C@@H]2C=C[C@@H](NC(=O)CCC(=O)O)C2)c1C	?
COCCC(=O)N1C[C@H]2OC(=O)N(CCc3ccc(OC)cc3)[C@H]2C1	-8.8%
CCCOC(=O)CSc1nnc2ccc3ccccc3n12	-0.6%
O=C(c1ccc(F)cc1)N1CCC2(CC1)CC(c1cccc(C(F)(F)F)c1)=NO2	-3.8%
Cc1ccc(F)cc1S(=O)(=O)N(C)CC1CCOC1 (stereo not drawn)	i[5.79 µM]
Cc1nc(N2CCCC2)c2c(C(=O)N3CCN(c4cccc(Cl)c4)CC3)c(C)oc2n1	?
C=Cc1ccc(Cn2c(C(=O)O)c(CNC3CCCC3)c3ccc(C)cc32)cc1	-15.2%
CCCC(=O)Nc1cccc(OCc2cc(=O)n3cccc(C)c3n2)c1	-16.7%
c1ccc(CN2CC(N3CCc4ccccc43)C2)cc1	?
O=C(NCCc1cccnc1)c1ccc(-c2nnc3ccc(NC(=O)C4CCC4)cn23)cc1	0.398µM*
CC1CN(C(=O)CCC(=O)NCc2cccs2)c2ccccc2O1 (stereo not drawn)	21.2%
CC1(C)N=C(c2ccccc2)C(=O)N1CC(=O)NC1CCCCC1	71.1%[activator]
CCc1cc(=O)n(CC(=O)N2CCN(c3ccccc3F)CC2)c(N2CCOCC2)n1	7.94µM*
N#CCn1nc2n(c1=O)CCN(C(=O)c1cccc3[nH]ccc13)CC2	9.5%
Cc1cccc([S+](=O)([O-])N2CCC3(CC2)OCCN(C)C3=O)c1	?
CN(C)S(=O)(=O)N1CCOCCNC(=O)[C@@H]2CCC[C@@H]21	5.0%
O=C(c1ccccc1F)N1CCn2c(nn(-c3ccc(C(F)(F)F)cc3)c2=O)C1	9.6%
COCC(=O)N[C@H]1CCN2C(=O)c3cc(Br)ccc3NC(=O)[C@@H]2C1	-17.7%[44.1 µM]
CC(C)CCNC(=O)c1c2c(nc3ccccc13)C(=O)N(C1CCCCC1)C2	6.0%
Cc1cc(C)cc(NC(=O)C(NS(=O)(=O)c2cccc3nsnc23)c2ccccc2)c1 (stereo not drawn)	13.9%
COCCN1CCC(N2CCN(S(=O)(=O)c3cccc(Cl)c3)CC2)C1=O (stereo not drawn)	?
CC1=C[C@@H](CNC(=O)CN(C)C)[C@H](C(C)C)C[C@H]1Cc1nc2ccccc2[nH]1	i
OCc1cccc(-c2ccc3ncc(Nc4cccc(C(F)(F)F)c4)n3n2)c1	-20.3%[44.1 µM]
Cc1ccc(CCNC(=O)c2nnn3c2COC(c2ccc(F)cc2)C3)cc1 (stereo not drawn)	?
CN1C(=O)CCC2(CNC(=O)c3ccoc3)CCCC=C12 (stereo not drawn)	-0.3%
c1cc(CN2CCn3c(nnc3C3CCCNC3)C2)cs1 (stereo not drawn)	9.3%[44.1 µM]
COc1ccc(NC(=O)CSc2nc3c(oc4ccccc43)c(=O)n2Cc2ccco2)cc1Cl	?
CN(C)c1ccc(C(=O)N2CCc3cn(C)c4cccc(c34)C2)cc1	-18.2%
O=C(N[C@H]1CCN2C(=O)c3cc(-c4ccc(Cl)cc4)ccc3NC(=O)[C@H]12)C1CCCC1	-17.2%
CN(C)c1ccc(C(=O)N2CC[C@H]3NC(=O)N(c4ccc(Oc5ccccc5)cc4)C(=O)[C@H]32)cc1	i
O=C(O)C[C@@H]1CCN(C(=O)NC2CCCCC2)C[C@@H]1CCN1CCN(c2ccc(F)cc2)CC1	-13.8%
CCn1cnnc1CC1CCN(C(=O)C2CCCC2)C1 (stereo not drawn)	8.8%
CCN(CC)C(=O)[C@@H]1CCC[C@@H](NC(=O)c2ccc(OC)cc2)CN(C)C(=O)C1	8.3%[44.1 µM]
Cn1cc(C(=O)N2CCCC(Cc3noc(-c4ccncc4)n3)C2)cn1 (stereo not drawn)	10.8%
Cc1c(C)n(Cc2ccccc2)c2ccc(C(=O)NCc3ccco3)cc12	7.08µM*
Cc1noc([C@@H]2CN(S(=O)(=O)c3cccnc3)C[C@H]2C(N)=O)n1	29.8%
Cc1ncc2n1C(=O)N(C1CCN(CC3CC3)CC1)C2	24.3%[44.1 µM]

Reprinted at random: 4 records from the list, in no set order.
SMILES	Pf Dd2 growth
O=C(O)C[C@@H]1CCN(C(=O)NC2CCCCC2)C[C@@H]1CCN1CCN(c2ccc(F)cc2)CC1	-13.8%
Cn1cc(C(=O)N2CCCC(Cc3noc(-c4ccncc4)n3)C2)cn1 (stereo not drawn)	10.8%
O=C(N[C@H]1CCN2C(=O)c3cc(-c4ccc(Cl)cc4)ccc3NC(=O)[C@H]12)C1CCCC1	-17.2%
Cc1ccc(CCNC(=O)c2nnn3c2COC(c2ccc(F)cc2)C3)cc1 (stereo not drawn)	?

Going on with the list:
SMILES	Pf Dd2 growth
COCC(=O)N1CCC(c2nn(-c3ccc(Cl)cc3)c(=O)[nH]2)CC1	?
O=C1c2cnc(-c3ccc(CO)cc3)nc2OCCN1Cc1ccc(F)cc1F	-40.9%[44.1 µM]
COc1cc(F)ccc1-c1nccc2c(=O)cc(N(C)C3CCOCC3)oc12	i
CCOc1cccc2sc(N3CCN(C(=O)c4ccc5c(c4)CCCC5)CC3)nc12	9.1%
COc1cc(=O)n2c(c1C(=O)Nc1cccc(C(C)C)c1)CCCC2	i
COCCOc1ccnc(-c2noc([C@@H]3CCCN3C3CCC3)n2)c1	i
COc1cc(-c2nc3ccc(C)cn3c2Nc2ccc(Cl)cc2)ccc1O	?
CCNC(=O)[C@@H]1C[C@H](NC(=O)c2ccc[nH]2)CN1C(=O)c1csc(C)n1	4.9%
Cc1ccc(NC(=O)c2ccc(CN3CC(=O)N4CCCCC4C3=O)cc2)c(C)c1 (stereo not drawn)	15.9%
COc1ccc(-c2noc(CNC(=O)c3ccc(OC)cc3OC)n2)cc1	16.3%
Cc1ccccc1Cn1cccc(C(=O)Nc2nc3ccccc3s2)c1=O	?
CCc1nc(C)c(C(=O)N[C@H]2COC[C@H]2Cc2cc(C)no2)s1	-10.7%
NC(=O)[C@H](Cc1ccccc1)N1CC[C@H]2CN(C(=O)C3CCCCC3)CC[C@H]2CC1=O	-2.6%[44.1 µM]
CC(C)c1ccc(NC(=O)N2CCN(C)C3(CCC(=O)N(C)CC3)C2)cc1 (stereo not drawn)	-5.8%
C=CCS(=O)(=O)NCc1cccnc1N1CCN(c2ccccc2OC)CC1	-3.3%
Cc1nn(-c2ccc(F)cc2)c(Oc2ccccc2F)c1CCC(=O)NCC1CCCO1 (stereo not drawn)	i
COc1ccc(C2Cn3nnc(-c4noc(-c5cc(F)ccc5F)n4)c3CO2)cc1 (stereo not drawn)	-0.5%
c1ccc(Cc2noc(-c3nc(-c4ccc5c(c4)OCO5)no3)n2)cc1	-18.6%
COc1ccc(Nc2nn3c(=O)c4cc5c(cc4nc3s2)OCO5)c(OC)c1	5.7%
O=C(COc1ccc(Cl)cc1)Nc1ccc2nc(SCC(=O)N3CCOCC3)sc2c1	?
N#Cc1cc2c(nc1SCC(=O)Nc1cccc(C(F)(F)F)c1)C1CCN2CC1	?
COc1cccc(N2C(=O)NC(=NC3CCCCC3)C23CCN(C(=O)c2ccccc2)C3)c1 (stereo not drawn)	-27.8%&-6.5%
COc1cccc(NC(=O)CCc2c(C)nc3ncnn3c2C)c1	i
COC[C@@H]1CN(C(=O)c2cccc(OC(F)(F)F)c2)C[C@H]1C(N)=O	?
O=c1[nH]nc2n1CCN(S(=O)(=O)c1cc(F)ccc1F)C2	-6.9%
CN(c1ccccc1)c1ccc2nnc(-c3cc(C(=O)NCC4CCCO4)ccn3)n2n1 (stereo not drawn)	i
COc1ccc(CN2CC3(CCN(C(=O)Cc4c(F)cccc4Cl)CC3)C2=O)cc1	i
CC(C)(C)CNC1(Cc2cc(CCO)on2)COC1	-3.1%[44.1 µM]
COc1ccc(N2CCN(C(=O)c3ccc4c(c3)N(Cc3cc(C)ccc3C)C(=O)c3ccccc3S4=O)CC2)cc1 (stereo not drawn)	-16.5%
Cc1ccccc1CNC(=O)C1=Cc2ccccc2OC1	43.4%[activator][5.79 µM]
COc1ccccc1-c1ccc(CN)cc1	-26.5%[44.1 µM]
O=C1NCCOCCCN[C@H]2CCCC[C@@H]12	-23.2%
COc1ccc(CN(C)c2ccc(-c3nc(-c4ccc(OC)c(OC)c4)no3)cc2[N+](=O)[O-])cc1	i
COc1ccccc1-n1c(=O)n(C)c2c(C(N)=O)nc(-c3cc(OC)c(OC)c(OC)c3)nc21	?
C=CCN(C)C(=O)C[C@@H]1c2nc(NC(=O)c3ccc(OC)cc3)sc2C[C@@H]2[C@](C)(CO)[C@H](O)CC[C@]21C	-6.1%
CCOc1ccc(Nc2sc(C(=O)c3cccc(OC)c3)c(N)c2S(=O)(=O)c2ccccc2)cc1	i
Cc1nc(CN2CCOc3cc([S+](=O)([O-])Nc4ccccc4)ccc3C2)cs1	i
CCOc1ccc(CN2CCc3nc(N4CCOCC4)[nH]c(=O)c3CC2)cc1OC	6.1%[5.79 µM]
O=C1NCCCCCCN(C(=O)NCc2ccccc2)[C@H]2C[C@H](c3nc(-c4cccnc4)no3)C[C@@H]12	i
CCCCN1C(=O)[C@@H]2C[C@@H](O)CN2C2(CN(Cc3ccc(F)c(F)c3)C2)C1=O	i
O=C(NCC(c1cccnc1)N1CCN(Cc2ccccc2)CC1)C(=O)Nc1ccc(Cl)cc1 (stereo not drawn)	14.1µM*
CCCN(CCC)CCNC(=O)CN1C(=O)COc2ccc(S(=O)(=O)N3CCOCC3)cc21	i
CO[C@H]1C(=O)N(C(C)C)[C@H]1C1CCN(C(=O)Cn2ccnc2)CC1	38.9%[activator]
COc1cccc(C(=O)N2CCn3c(nn(-c4ccc(C)cc4)c3=O)C2)c1	-6.2%
Cc1ccc(C(=O)N2c3nc(-c4ccco4)nn3C3(CCCCC3)[C@@H]3CCCC[C@@H]32)cc1	?
O=C(c1ccncc1)N1CCCC(Cc2nc(C3CCOCC3)no2)C1 (stereo not drawn)	-22.3%
COc1cc(-c2noc(C3CC(=O)N(c4cc(C)ccc4C)C3)n2)cc(OC)c1OC (stereo not drawn)	3.5%
CC(C)c1cccc(NC(=O)c2cc3n(n2)CC(c2ccc(Cl)cc2)OC3)c1 (stereo not drawn)	-4.8%
O=C1CCC(C(=O)N2CCOCC2)CN1CCCc1ccccc1 (stereo not drawn)	9.5%
O=C(Nc1ccccc1)N1CCC(Oc2ccccc2-c2nc(-c3cnccn3)no2)C1 (stereo not drawn)	i
CC(C)c1cccc(NC(=O)c2ccc(CN3C(=O)NC4(CCOCC4)C3=O)cc2)c1	?
Cc1ccsc1C(=O)N1CCN(C(=O)c2nnn3c2COC(c2ccc(Cl)cc2)C3)CC1 (stereo not drawn)	?
CN1C[C@@H](NC(=O)c2cccnc2)C[C@H]1c1nc(-c2cccnc2)no1	2.3%[44.1 µM]
O=C1CCN(C(=O)Nc2ccccc2)CCOCCN1	i
COc1cccc(C(=O)N2CCC(n3cc(-c4nc(-c5ccccc5)no4)nn3)C2)c1 (stereo not drawn)	?
O=C1CC2CCN(Cc3ccc(F)cc3)CC2CCN1 (stereo not drawn)	3.9%[44.1 µM]
COCCCNC(=O)C1(CCO)CCN(Cc2ccccc2)C1 (stereo not drawn)	-14.5%
COc1ccc(OC)c(S(=O)(=O)NC[C@H]2C[C@@H]3CCN2C[C@@H]3c2cc(-c3ccco3)nc(C)n2)c1	i
Cc1cc(C)n2nc(C(=O)NCC3COc4ccccc4C3)cc2n1 (stereo not drawn)	-4.6%
COCCNC(=O)Cn1c(=O)n(CCCCCC(=O)NCc2ccccc2Cl)c(=O)c2sccc21	-25.3%

The results go on.
SMILES	Pf Dd2 growth
COc1cccc(CNC(=O)N2CCCC(Cn3c(C)nc4cccnc43)C2)c1 (stereo not drawn)	-22.8%
CCn1cc(CN2CCc3ccccc3C2)ccc1=O	-6.8%
COc1ccccc1Cn1c(CNS(=O)(=O)c2ccc(C(C)C)cc2)nc2cccnc21	i
CCOc1ccccc1NC(=O)CSc1ncc2c(n1)-c1ccccc1N(CC)S2(=O)=O	?
CCC(CC)NC(=O)c1ccc(-c2nnc3ccc(NC(=O)C4CCC4)cn23)cc1	2.51µM*
CCOc1ccc(CNC(=O)Nc2ccc3c(c2)N(C)C(=O)c2ccccc2S3)cc1	-23.8%
Cc1ccc(-c2cn3nc(N4CCCC(C(=O)NCc5ccccc5F)C4)sc3n2)cc1 (stereo not drawn)	0.1%
COCc1nncn1C1CCN(C(=O)c2ccc(OC)cc2)CC1	i
O=C(Nc1ccc(OC(F)(F)F)cc1)c1cccn(Cc2ccccc2Cl)c1=O	12.3%
CN1CCN([C@H]2CCN(C(=O)c3ncc(F)cc3F)C[C@H]2CCCO)CC1	-21.3%
